STEP block – STEP phosphatase inhibitors, primary screen, biochemical, fluorescence intensity, uHTS; recombinant STEP, OMFP fluorogenic substrate; 360,000 compounds, 0.25% hits; AID 588621, 2011; Tyrosine-protein phosphatase non-receptor type 5 (Homo sapiens), P54829; inhibition, % at 20 µM;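 active = inhibition at 20 µM, scaled per plate between control wells, above about 37%, limit read from the data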;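 also: 0% = DMSO with enzyme and substrate and 100% = substrate only without enzyme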
Target sequence (P54829 whole entry, looked up): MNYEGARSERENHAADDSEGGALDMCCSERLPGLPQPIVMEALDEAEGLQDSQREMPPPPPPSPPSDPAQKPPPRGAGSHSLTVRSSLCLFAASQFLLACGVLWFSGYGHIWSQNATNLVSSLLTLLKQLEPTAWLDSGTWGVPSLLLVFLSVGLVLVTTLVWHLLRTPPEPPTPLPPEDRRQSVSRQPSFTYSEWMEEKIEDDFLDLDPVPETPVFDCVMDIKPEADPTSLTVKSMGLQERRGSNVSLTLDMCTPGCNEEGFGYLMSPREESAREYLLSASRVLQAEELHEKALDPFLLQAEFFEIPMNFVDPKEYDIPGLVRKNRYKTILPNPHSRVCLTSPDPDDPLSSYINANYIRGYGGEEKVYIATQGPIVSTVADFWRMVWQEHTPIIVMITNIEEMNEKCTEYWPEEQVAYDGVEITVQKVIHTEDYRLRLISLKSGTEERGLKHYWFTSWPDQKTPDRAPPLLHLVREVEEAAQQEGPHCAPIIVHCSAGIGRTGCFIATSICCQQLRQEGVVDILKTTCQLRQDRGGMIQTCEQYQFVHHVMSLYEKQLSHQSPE
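System: STEP (striatal-enriched tyrosine phosphatase) enzyme, cell-free; medium: Bis-Tris pH 6.0 buffer with DTT, detergent; dosing: 20 µM, 1% DMSO; times: reaction 20 min, ambient temperature; detection: fluorescence, 480/540 nm; read-out basis: normalized % inhibition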
LMPTP inh – LMPTP phosphatase inhibitors, primary screen, biochemical, fluorescence intensity, uHTS; 360,000 compounds, 0.22% hits; recombinant LMPTP-A, OMFP fluorogenic substrate; inhibition, % at 20 µM; Low molecular weight phosphotyrosine protein phosphatase (Homo sapiens), P24666;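 active = compounds that cut the enzyme signal by at least half of the control window in the single-dose screen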;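 also: plate controls were DMSO wells with enzyme plus substrate for no effect and substrate without enzyme for full effect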
Target sequence (P24666 whole entry, looked up): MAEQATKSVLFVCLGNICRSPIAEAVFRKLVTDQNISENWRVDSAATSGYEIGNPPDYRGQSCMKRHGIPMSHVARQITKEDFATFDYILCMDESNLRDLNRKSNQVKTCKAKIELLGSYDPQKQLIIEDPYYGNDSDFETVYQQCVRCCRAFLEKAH
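Assay system: LMPTP-A enzyme. Input: 0.625 nM LMPTP-A final. Probe or stimulus: 400 µM OMFP. Compound dosing: single 20 µM dose. Schedule: 50 min dark incubation at room temperature. Detection: fluorescence intensity of OMFP turnover product. Read-out: percent inhibition versus substrate-only and uninhibited controls. Benchmarks: no-enzyme low control, uninhibited high control.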
Scp-1 inhibitor – Scp-1 phosphatase inhibitors, primary screen, biochemical, colorimetric, uHTS; Recombinant Scp1, phosphopeptide, malachite green phosphate absorbance; Carboxy-terminal domain RNA polymerase II polypeptide A small phosphatase 1 (Homo …; 340,000 compounds, 0.88% hits; inhibition, % at 20 µM;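 active = inhibition above about 50% at 20 µM, limit read from the data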;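 also: plate controls were DMSO wells with enzyme for no effect and wells lacking enzyme for full effect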
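Test system: SCP-1 phosphatase catalytic domain, residues 76-261; measured by: colorimetric phosphate reagent with accelerator and stabiliser, absorbance at 630 nm; timing: enzyme reaction 45 min at room temperature, colour 5 min, stabilisation 30 min; also added: Phosphorylated 17-residue peptide substrate; compound dosing: one concentration, 20 µM, with 1.0% DMSO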
SKN-1 inh – suppressors of acrylamide-induced Pgst-4::GFP reporter in worms, primary screen, SKN-1 inhibitor project, whole organism, uHTS, GFP/RFP fluorescence ratio, strain VP596 | C. elegans VP596 Pgst-4::GFP/RFP ratio, 24 h | inhibition, % at 21.8 µM | 360,000 compounds, 0.49% hits | AID 624304, 2012;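 active = interference check ratio from 0.5 to 1.5 plus GFP to RFP signal ratio inhibition reaching or exceeding a fixed threshold, cut at about 30% in these data, passing the limit was not always enough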; also: some compounds called inactive have numbers as strong as hits
CendR NRP1 mod – modulators of CendR peptide binding to NRP-1, primary screen, biochemical, fluorescence polarization, uHTS; Neuropilin-1 (Homo sapiens), O14786; FAM-RPARPAR peptide binding to NRP-1; inhibition, % at 25 µM; 360,000 compounds, 0.85% hits; AID 602438, 2012;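 active = inhibition or corrected inhibition above about 18%, plus a signal ratio from 0.5 to 1.5, limit read from the data, passing the limit was not always enough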; also: strong numbers were not always called active
Rpn11 block – Rpn11 (PSMD14) deubiquitinase inhibitors, primary screen, biochemical, fluorescence polarization, uHTS; human 26S proteasome, Ub4-pepOG fluorescence polarization; 20S core pre-blocked with epoxomicin; calls only at 20 µM; 360,000 compounds, 0.59% hits; AID 588493, 2011;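 active = inhibition at 20 µM, scaled to each plate's controls, above about 33%, limit read from the data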
Target sequence (O00487 whole entry, looked up): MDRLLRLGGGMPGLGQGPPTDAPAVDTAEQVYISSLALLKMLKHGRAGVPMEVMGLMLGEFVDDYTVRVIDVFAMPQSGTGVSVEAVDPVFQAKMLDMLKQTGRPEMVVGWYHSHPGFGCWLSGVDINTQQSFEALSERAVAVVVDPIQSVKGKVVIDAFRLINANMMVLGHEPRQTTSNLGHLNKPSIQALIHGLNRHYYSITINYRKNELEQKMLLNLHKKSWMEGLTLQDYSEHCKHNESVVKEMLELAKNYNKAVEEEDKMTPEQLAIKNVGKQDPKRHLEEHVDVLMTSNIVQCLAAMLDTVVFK
MT1-MMP act inh – blockers of MT1-MMP proenzyme processing, primary screen, HT1080 RFP-PRO-GFP cells, GFP/RFP fluorescence; Matrix metalloproteinase-14 (Homo sapiens), P50281; GFP/RFP ratio fluorescence, overnight; percent of plate control window, DMSO zero; GFP/RFP ratio change, % at 20 µM; 360,000 compounds, 0.061% hits; AID 651647, 2012;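 active = GFP/RFP ratio change of at least 30% with cell ATP level not reduced by more than half and red fluorescence within 50% of control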; also: strong numbers were not always called active
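Compound: 20 µM single dose, 1% DMSO / System: HT1080 RFP-PRO-GFP cells / Controls: DMSO and RFP-L50D-GFP cell wells / Read-out basis: GFP/RFP fluorescence ratio / Schedule: overnight compound exposure at 37 °C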
SUMO1-SIM PPI – modulators of SUMO1 protein-protein interactions, primary screen, biochemical, uHTS. Small ubiquitin-related modifier 1 (Homo sapiens), P63165. SUMO1 binding to a labelled peptide, TR-FRET, 1 h. inhibition, % at 20 µM. 360,000 compounds, 0.33% hits; in the data active = inhibition above about 37%
NadD inh – inhibitors of S. aureus NadD, primary screen, biochemical, colorimetric, uHTS. Nicotinate-nucleotide adenylyltransferase NadD (Staphylococcus aureus N315). purified NadD enzyme, colorimetric absorbance read-out. inhibition, % at 20 µM. 360,000 compounds, 0.78% hits. AID 602399, 2012; in the data active = inhibition above about 26%; also: some compounds past the cut are filed as inactive
DNMT1 block – human DNMT1 methyltransferase inhibitors, primary screen, biochemical, molecular beacon, fluorescence, HinP1I cleavage, uHTS; inhibition (reported as % activation of signal), % at 10 µM; 360,000 compounds, 0.83% hits; AID 588458, 2011; in the data active = inhibition above about 50%
The depositor's hits bear a star; i = inactive; · = not tested or not shown.

SMILES	STEP block	LMPTP inh	Scp-1 inhibitor	SKN-1 inh	CendR NRP1 mod	Rpn11 block	MT1-MMP act inh	SUMO1-SIM PPI	NadD inh	DNMT1 block
Cc1ccccc1NC(=S)N(Cc1cccs1)C1CCCC1	1	-0.5	4	0	24	i	5	-3	-3	2
CCN(CCCNC(=O)COc1cc(=O)n(CC)c2ccccc12)Cc1ccccc1	1	-0.4	-22	-4	-3	i	8	-4	-2	2
C=CCSc1nnc(C)n1-c1ccc(Cl)cc1	-3	-0.9	0	2	-3	i	0	-4	-4	1
COc1ccc(C(=O)Nc2nnc(S(=O)(=O)Cc3ccccc3)s2)cc1	0	-2.1	3	1	-2	i	0	1	-6	0
CCCCn1c(N)c(N(CCOC)C(=O)c2ccc(NC3CC3)c([N+](=O)[O-])c2)c(=O)[nH]c1=O	1	1.6	16	1	3	i	1	-27	-3	1
O=C(CCN1C(=O)c2ccccc2C1=O)OCN1C(=O)c2ccccc2C1=O	3	-1.7	-13	-19	-3	i	0	-11	0	2
CC1(C(=O)NCC2CC2)CCN1C(=O)C1(c2ccccc2)CC1 (stereo not given)	-3	-1.1	·	-2	1	i	3	5	-3	16
Cc1cc(C)nc(N2N=C(c3ccccc3)CC2=O)n1	0	0.2	8	3	8	i	6	-1	0	-1
CCOC(=O)c1ccccc1NC(=O)CSc1ccc(-c2ccccn2)nn1	1	-0.7	1	3	14	i	5	4	5	0
COc1ccc(C(=O)Nc2ccccc2C(=O)N/N=C/c2ccccn2)cc1OC	1	-0.1	-9	-4	-11	i	7	-6	-21	-3
O=C(Nc1ccc(F)cc1F)N1CCN(c2ncccn2)CC1	0	-1.5	-9	-4	-7	i	1	0	-6	1
CCOc1cc(NC(=O)c2cccs2)c(OCC)cc1NC(=O)CCC(=O)NCC1CCCO1 (stereo not given)	1	1.4	-3	5	-4	i	1	-1	-1	1
Nc1ccn(CC(=O)NCc2ccccc2)c(=O)n1	-3	0.3	2	-5	3	i	-1	3	3	-2
O=C(NCCCN1CCOCC1)c1cc(-c2ccc(F)cc2)no1	-1	-0.7	-5	18	9	i	1	3	-1	-1
CCOc1ccc(N(CC(=O)Nc2nccs2)S(=O)(=O)c2c(C)noc2C)cc1	0	2.4	15	-1	4	i	0	6	7	-1
Cn1cc(CN2CCC(n3nccc3NC(=O)C3CCCC3)CC2)cn1	-1	-1.0	-17	15	9	i	0	-2	4	0
Cc1ccc(CNC(=O)C(=O)NCCC2CCCCN2S(=O)(=O)c2ccccc2)cc1 (stereo not given)	-2	-0.4	-7	16	10	i	-1	1	-5	-3
CCOc1ccc(S(=O)(=O)N2CCCCC2)cc1NC(=O)C1=COCCO1	0	0.4	13	11	4	i	2	5	-3	2
CCc1nc2c(OCc3ccc(F)cc3)cccn2c1N(C)C(=O)c1ccncc1	2	0.6	·	4	7	i	6	-5	3	-1
Cc1cc(C)c(C)c(OCCOCCN2CCN(C)CC2)c1	-3	-7.4	-6	19	4	i	3	0	-3	0
CCC(=O)NC(=S)Nc1cccc(NC(=O)c2ccco2)c1	-1	-1.0	1	4	1	i	-1	1	-1	0
CCc1cc2c(SCC(=O)NCC3CCCO3)ncnc2s1 (stereo not given)	1	-1.6	-8	9	1	i	-3	6	-1	7
O=S(=O)(c1ccccc1)[C@@]1(c2ccccc2)C[C@@H]2ON=C(c3cccc(-c4ccccc4)c3)[C@@H]2C1	1	2.8	-9	14	-22	i	1	4	-2	-1
CN(C(=O)CSc1nnc(C2CC2)n1-c1ccccc1)C1CCS(=O)(=O)C1 (stereo not given)	1	-0.3	-7	-14	5	i	1	3	1	5
COc1ccc(/C=N/N=C2/NC(=O)C(CC(=O)O)S2)cc1OCc1ccccc1Cl (stereo not given)	1	-1.3	81*	4	-16	i	-2	7	8	3
(list continues)
SMILES	STEP block	LMPTP inh	Scp-1 inhibitor	SKN-1 inh	CendR NRP1 mod	Rpn11 block	MT1-MMP act inh	SUMO1-SIM PPI	NadD inh	DNMT1 block
Nc1ccccc1Nc1cc(-c2ccccc2)nn1-c1ccccc1	0	3.1	1	15	3	i	0	-3	0	-20
CCn1c(=O)c2sccc2n2c(CCCC(=O)NCCc3ccc(S(N)(=O)=O)cc3)nnc12	0	-0.2	-1	-15	10	i	3	1	-1	0
COc1cccc(CN2C(=O)CCC2(C)C(=O)NC2CCCCC2)c1 (stereo not given)	1	-1.2	4	-2	-8	i	-1	0	-3	1
S=C(c1cn(Cc2ccc(Br)cc2)c2ccccc12)N1CCOCC1	3	2.3	0	5	3	i	0	-5	4	-5
Cc1ccc(C)c(NC(=O)CS(=O)(=O)c2c[nH]c3ccccc23)c1	2	-0.4	1	-10	5	i	0	6	6	-2
O=C1c2cccc3cc([N+](=O)[O-])cc(c23)C(=O)N1/N=C/c1ccc(O)cc1O	1	6.5	1	-1	-43	i	-27	-14	7	15
O=C(Oc1ccc(OC(=O)C2CCC2)cc1)C1CCC1	0	-1.4	-4	8	16	i	0	-4	1	7
Cc1ccccc1CNC(=O)C1CCC(=O)N(C2CC2)C1 (stereo not given)	0	-1.9	-2	2	8	i	6	-3	-4	2
O=C(NC1CCCCC1)N1CCc2[nH]c3ccccc3c2C1	4	1.7	-9	-19	6	i	-2	0	3	-17
COc1ccccc1NS(=O)(=O)c1cccc(C(=O)NNC(=O)c2ccc(O)c(Cl)c2)c1	-1	-3.2	-8	0	2	i	3	7	-6	0
Cc1ccc(NC(=O)CCNC(=O)Nc2ccccc2)cc1S(=O)(=O)N(C)C	-2	-0.3	12	16	-6	i	2	-2	-3	-12
COC(=O)c1cc(NC(=O)c2c(F)c(F)c(F)c(F)c2F)cc(C(=O)OC)c1	-2	-1.7	-12	-2	0	i	1	1	-6	0
COC(=O)c1ccc(NC(=S)N(Cc2cccnc2)Cc2ccco2)cc1	4	1.4	-1	4	-4	i	-2	0	4	-8
Cc1ccc(S(=O)(=O)N2CCN(c3nc(-c4cccs4)nc4ccccc34)CC2)cc1	1	1.5	·	18	-10	i	-3	11	18	-2
Cc1cc(N2CCOCC2)nc(C(C)C)n1	-2	-1.6	4	-5	6	i	-2	-1	0	6
Cc1cc(Nc2ccc(N3CCC(C)CC3)cc2)n2ncnc2n1	-3	-0.7	-7	3	0	i	4	-3	6	1
CSCC[C@H](NC(=O)COc1ccc(Cl)cc1)c1nc2ccccc2[nH]1	-1	0.4	-3	4	-14	i	-3	0	-2	-5
CON(C)c1nc(OCCNC(=O)OCc2ccc(Cl)cc2Cl)nc(N(C)C)n1	-1	-0.4	-4	14	-9	i	-1	3	10	0
O=C(O)C1CCCCC1C(=O)NCc1cn2ccccc2n1 (stereo not given)	2	-1.0	-14	0	0	i	-2	3	0	0
Nc1c(C(=O)Nc2ccc(S(=O)(=O)N3CCCC3)cc2)sc2nc3ccc(OC(F)(F)F)cc3cc12	-3	-6.5	17	21	-109	·	-138	6	28	-8
CC(C(=O)O)(C1CCCCC1)C1(O)CCCCC1 (stereo not given)	1	-0.6	·	10	3	i	2	2	15	0
CC1CCCN(C(=O)c2ccc(S(=O)(=O)Nc3ccccc3Cl)cc2)C1 (stereo not given)	-2	-1.3	-2	-7	1	i	-2	2	-2	0
OC(Cn1ccnc1)c1ccc(Cl)cc1Cl (stereo not given)	-1	7.4	-15	11	2	i	-1	0	-3	1
CC(C)C(NC(=O)COc1ccc2ccccc2c1)C(=O)N/N=C/C=C/c1ccccc1 (stereo not given)	-3	0.7	47	13	1	i	0	2	16	-4
COc1cccc(CN(C(=O)c2ccco2)C2CCS(=O)(=O)C2)c1 (stereo not given)	0	-0.8	17	-12	-5	i	·	7	-4	2

With a hit mark in Scp-1 inhibitor, among the entries above:
compound | LMPTP inh | Scp-1 inhibitor | SKN-1 inh | CendR NRP1 mod | Rpn11 block | MT1-MMP act inh | SUMO1-SIM PPI | NadD inh | DNMT1 block
COc1ccc(/C=N/N=C2/NC(=O)C(CC(=O)O)S2)cc1OCc1ccccc1Cl (stereo not given) | -1.3 | 81* | 4 | -16 | i | -2 | 7 | 8 | 3

By substructure: the compounds so far containing a nitro group on carbon.
SMILES	STEP block	LMPTP inh	Scp-1 inhibitor	SKN-1 inh	CendR NRP1 mod	Rpn11 block	MT1-MMP act inh	SUMO1-SIM PPI	NadD inh	DNMT1 block
CCCCn1c(N)c(N(CCOC)C(=O)c2ccc(NC3CC3)c([N+](=O)[O-])c2)c(=O)[nH]c1=O	1	1.6	16	1	3	i	1	-27	-3	1
O=C1c2cccc3cc([N+](=O)[O-])cc(c23)C(=O)N1/N=C/c1ccc(O)cc1O	1	6.5	1	-1	-43	i	-27	-14	7	15

Additional entries follow.
SMILES	STEP block	LMPTP inh	Scp-1 inhibitor	SKN-1 inh	CendR NRP1 mod	Rpn11 block	MT1-MMP act inh	SUMO1-SIM PPI	NadD inh	DNMT1 block
Cc1cc2nc(C)n3c4ccccc4nc3n2n1	2	1.1	6	11	4	i	7	3	4	2
COc1ccc(NC(=O)CN2C(=O)NC3(CCCC3)C2=O)cc1S(=O)(=O)N1CCCCC1	0	-1.1	-10	0	2	i	1	1	0	3
CN(C)/C=N/C(=S)Nc1ccccc1	-1	0.8	-5	7	2	i	-2	5	16	-2
C=CCSC1=N/C(=C\c2sccc2C)C(=O)S1	-2	1.9	-9	-36	-12	i	-1	-3	14	2
Cc1cccc(NC(=O)CCc2nc3sc4c(c3c(=O)[nH]2)CCCC4)c1	-2	0.1	4	18	-4	i	-5	0	-1	4
C=CCn1cc(C(=O)N2CCN(C)CC2)c(=O)c2cc(S(=O)(=O)N(CC)CC)ccc21	-1	-1.5	-12	7	7	i	0	3	1	2
Brc1ccc2nc(-c3cccs3)c(NCC3CCCO3)n2c1 (stereo not given)	-1	0.4	-1	12	7	i	-2	-11	2	-2
O=C(N=Nc1c(O)[nH]c2ccccc12)c1ccc(CN2CCOCC2)cc1	0	1.3	-6	4	-2	i	2	-19	-7	6
O=C(NC(=S)Nc1cccc2cccnc12)c1cccs1	0	0.7	-1	-10	2	i	2	8	3	-10
CC(=O)N1CCCc2cc(S(=O)(=O)N3CCCC3)ccc21	-2	-1.7	9	-18	8	i	-3	-4	-1	3
